Compound activity deposited in PubChem BioAssay by several laboratories.
NOD2-RIPK2 inh = NOD2-RIPK2 binding disruptors in cells, primary screen, fluorescence, CHO cells, BLA complementation. CCF4 ratio. inhibition, % at 4.98 µM. 0.38% of 360,000 active. AID 624267, 2012; in the data active = inhibition above about 21%;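 also: 0% = vehicle only and 100% = reference blocker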
Target sequence (O43353 whole entry, looked up): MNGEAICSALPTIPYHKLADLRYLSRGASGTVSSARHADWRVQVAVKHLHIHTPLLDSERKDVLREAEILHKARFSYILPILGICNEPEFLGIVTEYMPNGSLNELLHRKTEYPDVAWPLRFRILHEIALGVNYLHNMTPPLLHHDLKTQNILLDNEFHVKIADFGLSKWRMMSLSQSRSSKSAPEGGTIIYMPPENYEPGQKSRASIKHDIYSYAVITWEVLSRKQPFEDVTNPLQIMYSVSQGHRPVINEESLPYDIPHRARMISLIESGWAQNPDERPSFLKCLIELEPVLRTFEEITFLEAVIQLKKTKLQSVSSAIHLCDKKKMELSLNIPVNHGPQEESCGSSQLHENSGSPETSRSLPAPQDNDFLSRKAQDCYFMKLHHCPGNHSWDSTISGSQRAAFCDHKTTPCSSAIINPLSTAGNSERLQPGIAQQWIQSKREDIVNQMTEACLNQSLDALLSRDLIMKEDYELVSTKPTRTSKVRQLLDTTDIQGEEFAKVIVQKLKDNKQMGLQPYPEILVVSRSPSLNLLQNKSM
ABHD5 PLIN5 PPI = ABHD5-PLIN5 interaction inhibitors, primary screen, cell lysate, split luciferase complementation, luminescence. Perilipin-5 (Homo sapiens) + 1-acylglycerol-3-phosphate O-acyltransferase ABHD5 (Homo …. Split G. princeps luciferase complementation, 4 h. inhibition, % at 4 µM. 0.78% of 360,000 active;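 active = inhibition above the mean inhibition across every tested compound plus 3 SD, cut at about 22% in these data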;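 also: 0% = DMSO only wells and the 100% control is not disclosed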
MC4R ag barr = MC4R agonists recruiting beta-arrestin, primary screen, cell-based, luminescence, agonist arm of biased-ligand search; AID 540308, 2011; 0.98% of 360,000 active; activation, % at 8.9 µM; U2OS MC4R beta-arrestin complementation; percent of melanotan II response, DMSO zero; Melanocortin receptor 4 (Homo sapiens), P32245;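 active = activation above a per-plate cutoff, the mean activation of sample wells on that plate plus 3 SD, cut at about 8% in these data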
Target sequence (P32245 whole entry, looked up): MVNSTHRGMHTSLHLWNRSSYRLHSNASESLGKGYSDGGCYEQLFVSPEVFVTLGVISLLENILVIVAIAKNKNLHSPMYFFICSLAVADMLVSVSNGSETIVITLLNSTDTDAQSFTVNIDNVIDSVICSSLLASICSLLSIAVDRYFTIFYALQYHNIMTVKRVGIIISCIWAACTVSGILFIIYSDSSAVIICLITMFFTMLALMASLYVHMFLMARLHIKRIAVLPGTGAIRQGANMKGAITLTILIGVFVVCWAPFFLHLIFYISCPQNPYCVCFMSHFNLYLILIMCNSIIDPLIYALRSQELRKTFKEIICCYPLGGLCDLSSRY
MC4R antagonist = MC4R antagonists of cAMP signaling, primary screen, cell-based, TR-FRET, antagonist arm of biased-ligand search | Melanocortin receptor 4 (Homo sapiens), P32245 | MC4R-expressing cells, MTII-stimulated cAMP, LANCE TR-FRET | inhibition, % at 6.5 µM | 0.48% of 360,000 active;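 active = inhibition above its plate's cutoff, the mean of tested wells on that plate plus 3 SD, cut at about 29% in these data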;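 also: 0% = Melanotan II alone and 100% = Melanotan II plus saturating MCL0020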
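Test system: U2OS cells stably expressing human melanocortin 4 receptor (MC4R); also added: Melanotan II challenge; compound: 6.5 µM single dose; timing: 30-min compound preincubation, 1-h Melanotan II challenge, 1-h detection, room temperature; signal: Eu-cAMP/anti-cAMP TR-FRET, emission 671 nm; repeats: one well per compound, no replicates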
TLR9-MyD88 inh = inhibitors of TLR9-MyD88 association in cells, primary screen, cell-based, CHO, BLA complementation, fluorescence; Toll-like receptor 9 (Homo sapiens) + Myeloid differentiation primary response protein …; CCF4 FRET ratio; inhibition, % at 4.98 µM; 0.21% of 340,000 active; AID 504734, 2011;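 active = inhibition above the mean over all tested compounds plus 3 SD, cut at about 21% in these data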;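 also: 0% = DMSO only wells and 100% = clavulanate BLA inhibitor control wells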
Glyco luc inh = increase of ERlucT glycosylation luciferase signal, primary screen, N-linked glycosylation inhibitor project, D54 ERlucT cells, luminescence, set 2; 0.23% of 360,000 active; AID 588692, 2011; D54 ERlucT glycosylation luciferase reporter, 24 h; percent of 100 nM tunicamycin response; reporter increase, % at 12.5 µM;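 active = mean luciferase reporter signal, scaled so untreated is 0 and the glycosylation-blocking control 100, at or above a set limit in every replicate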;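 also: luciferase carries N-glycosylation sites so blocking glycosylation raises the light; 0% = median of neutral control wells and 100% = median of 100 nM tunicamycin wells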
NCOA2 inhibitor = inhibition of GAL4-SRC2 driven luciferase reporter, primary screen, SRC2 inhibitor project, cell-based, luminescence; Nuclear receptor coactivator 2 (Homo sapiens), Q15596; HEK293 GAL4-SRC2 luciferase reporter; inhibition, % at 9 µM; 0.17% of 370,000 active; AID 651957, 2012;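 active = inhibition above the mean inhibition of all tested compounds plus 3 SD, set per campaign, cut at about 52% in these data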;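 also: 0% = DMSO treated cells and 100% = cells given Gossypol at 36 µM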
HTR2A ag = mouse Htr2a agonists via beta-arrestin recruitment, primary screen, cell-based, luminescence | 5-hydroxytryptamine receptor 2A (Mus musculus), P35363 | CHO-K1 mHTR2A beta-arrestin complementation; percent of 30 µM serotonin response | activation, % at 7.6 µM | 0.66% of 360,000 active | AID 624169, 2012;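 active = activation above a run cutoff, the mean activation of all tested compounds plus 3 SD, cut at about 14% in these data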;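 also: 0% = plate median of compound wells and 100% = 30 µM serotonin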
ABCB6 inh 2 = ABCB6 transporter inhibitors, primary screen, K562-ABCB6 cells, flow cytometry, MLPCN library | fluorescence ratio to DMSO, % at 10 µM | 0.19% of 360,000 active | ATP-binding cassette sub-family B member 6 (Homo sapiens), Q9NP58 | K562-ABCB6 porphyrin accumulation, 1 h; hits give low values;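 active = fluorescence ratio to DMSO below 75%, the collection mean minus 3 SD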;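 also: signal is porphyrin accumulated inside mitochondria; 100% equals median channel fluorescence of DMSO control wells; lower ratio means ABCB6 inhibition with less porphyrin fluorescence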
H9c2 protect = cardioprotection against H2O2-induced cell death, primary screen, uHTS, H9c2 cells, ATPLite luminescence; AID 588492, 2011; H9c2 cardiomyocytes, H2O2 injury protection, 2 h; protection from H2O2 cell death, % at 20 µM; 0.63% of 360,000 active;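 active = compounds giving at least 50% protection of heart cells from peroxide-induced death in the single-dose screen, raw or plate-pattern-corrected value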;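 also: 0% = DMSO wells with peroxide and 100% = DMSO wells without peroxide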
* hit, by the source's call; x = no result given.

Structure	HTR2A ag	NOD2-RIPK2 inh	Glyco luc inh	ABCB6 inh 2	ABHD5 PLIN5 PPI	NCOA2 inhibitor	MC4R ag barr	MC4R antagonist	H9c2 protect	TLR9-MyD88 inh
CCCOc1ccccc1Cn1c(=O)oc2ccc(C)cc21	-3	-9	-1	95	-11	13	3.1	9	-22	0
COc1ccc2sc(NC(=O)NC(=O)c3c(Cl)cccc3Cl)nc2c1	-8	5	0	104	0	10	1.8	3	-4	12
O=C(COC(=O)CCCN1C(=O)c2ccccc2C1=O)Nc1ncc(Cl)cc1Cl	-1	1	0	102	-2	-23	-1.9	13	19	1
CCc1nc2c(OCCn3cccc3)cccn2c1N(C=O)Cc1ccccc1	0	0	1	97	5	-18	0.3	4	9	x
CC(C)C(=O)Nc1nc(-c2ccc3c(c2)CCN3C(=O)C2CC2)cs1	12	-1	-4	98	-5	-24	1.8	13	38	-6
Cn1cc(CCNC(=O)C2CCC(=O)N(CCc3ccc(Cl)cc3)C2)cn1 (configuration not stated)	0	-1	-1	99	-4	6	-3.9	11	1	3
Cn1nccc1C(=O)N1CCN(c2ccccc2Cl)CC1	4	-7	0	92	4	-69	-2.7	1	5	2
CCC(=O)Nc1ccc(C(=O)Nc2cccc(C)n2)cc1	-3	-8	1	100	5	-22	0.3	26	-3	-14
COC(=O)c1ccccc1NC(=O)c1ccccc1N(C)S(=O)(=O)c1ccccc1	5	-12	3	99	-1	-2	3.8	-3	4	-6
CC(C)(/C=N/O)/[N+]([O-])=C/c1ccccc1	0	-10	2	99	-1	-18	0.5	8	1	x
Cc1ccc(C)n1-c1ccc(N2CCOCC2)c([N+](=O)[O-])c1	0	4	7	91	-1	-20	-1.0	7	-2	3
CCOC(=O)c1ccc(NC(=O)N2CCOCC2)cc1	-3	0	1	94	-3	-10	-2.2	-1	-4	-19
CC(=O)c1cccc(NC(=O)N2CCCc3ccccc32)c1	-1	-7	-5	99	-3	-8	1.8	9	-3	3
CCCCN(C)C(=O)c1cc2cc([N+](=O)[O-])cc(OC)c2oc1=O	3	-7	2	87	-5	6	-0.9	22	-2	-3
Cc1ccnc2c1ccc1c(C)ccnc12	-3	-8	-8	101	-23	x	-3.0	4	30	-10
CC(C)(C)C(=O)NCc1ccc(C(=O)CSc2nnc(C3CC3)n2C2CC2)s1	-2	-2	-1	100	5	-25	-2.2	4	2	-1
O=C(C[n+]1ccc2ccccc2c1)c1ccc2ccc3ccccc3c2c1	-2	-9	x	99	28*	-17	x	x	x	x
CSc1nc(C)cc(/C=C\c2ccccc2)c1C#N	-2	1	1	96	2	4	2.3	-11	-7	8
Cc1cc(C)c(NC(=O)c2ccc3nccnc3c2)c(C)c1	-1	2	-7	97	-1	23	0.0	9	0	-8
Cn1c(=O)c2c(ncn2CC(=O)OCC(=O)NCc2ccc(F)cc2)n(C)c1=O	3	0	2	99	4	-1	0.1	13	7	7
COC(=O)C1CCN(C(=O)CN(C)Cc2ccc(C(C)(C)C)cc2)CC1	-7	-6	0	96	7	-14	-2.3	6	-9	-6
Oc1c(C=Nc2ccccc2)sc(=S)n1Cc1ccccc1	-3	-14	-1	110	-3	11	0.5	14	-6	-2
CC1(C)C(=O)OC(c2cccn2-c2ccc([N+](=O)[O-])cc2)C(C)(C)C1=O (configuration not stated)	3	6	-1	95	2	-7	-0.9	9	-2	4
Cc1n[nH]c(C)c1C(=O)CC1(O)C(=O)N(Cc2ccccc2)c2ccc(Br)cc21 (configuration not stated)	-2	-3	0	94	4	-23	-3.3	-1	2	0
CC1(C)CC(=O)c2cc(C(=O)NCc3ccco3)c(=O)n(-c3ccccc3)c2C1	5	-13	3	99	-3	2	-0.4	9	0	-3
COc1ccc(C(=O)NCC(=O)Nc2ccc(F)cc2)cc1OC	0	-3	0	81	-1	2	0.1	6	0	3
CN(c1ccc(OCC(=O)OCC(=O)Nc2ccc([N+](=O)[O-])cc2)cc1)S(=O)(=O)c1cccs1	-9	-14	-1	95	-1	15	-1.3	28	-1	1
COc1ccccc1CN1CCNC(=O)C1CC(=O)NCc1cn(C)nc1C (configuration not stated)	10	-1	0	98	4	20	-2.1	14	5	-1
CC1CCc2nc(/C(C#N)=C/c3cccnc3)sc2C1 (configuration not stated)	-2	3	4	103	-1	-37	-0.9	2	-14	-9
O=S(=O)(c1ccc(F)c(F)c1F)N1CCN(c2ncnc3sccc23)CC1	4	6	6	87	-10	21	-2.0	-14	-18	2
CCCNC(=O)C1=C(C)C(=O)OC12CCC(C)CC2 (configuration not stated)	1	-10	0	89	-4	-7	0.0	1	9	4
Cn1cccc1C(=O)N/N=C/c1c(Cl)cccc1Cl	1	-15	-2	90	5	-55	0.2	-6	-10	-1
CC(C)(C)OC(=O)NCC1CCN(S(=O)(=O)Cc2ccccc2)CC1	4	-10	-1	95	-6	11	-0.5	9	-3	4
C[C@H]1CN([C@@H](C)CO)C(=O)c2cc(Br)cnc2O[C@H]1CN(C)Cc1ccc(Oc2ccccc2)cc1	-7	-2	-3	99	2	-26	0.3	9	-1	3
CCOC(=O)CCc1c(C)nc2ncnn2c1C	-1	7	2	102	-1	-4	2.2	26	3	8
COc1ccccc1N1CCN(C(=O)c2cc3c(-c4ccc(Cl)cc4)nn(C)c3s2)CC1	8	8	-2	102	7	-17	0.8	5	2	3
COc1cccc(CN2C[C@]34C=C[C@@H](C[C@@H]3S2(=O)=O)O4)c1	-1	-9	0	100	-9	-6	0.1	8	2	1
Cc1cccc(CSCCNC(=S)Nc2ccccc2)c1	-3	-4	-1	98	-2	8	0.6	-3	-6	-7
COc1ccc(Br)cc1-c1nc(C)c(C(C)=O)n1O	-5	6	4	103	7	-2	-1.3	13	6	10
Cc1c(Br)cc(C(=O)NCc2ccco2)c(C)c1C	-5	5	-2	102	13	9	-1.4	1	18	-11
O=C(Nc1cc2c3c(c1)CC(=O)N3CCC2)c1ccco1	-1	-10	0	106	-2	-32	-0.3	2	10	0
CC(Sc1nnc(-c2cc3ccccc3o2)n1-c1ccccc1)C(=O)O (configuration not stated)	-4	2	0	99	2	8	-0.7	7	17	-22
CC(C)c1nc(SCC(=O)N2CCCCCC2)c2c(=O)n(C)c(=O)n(C)c2n1	4	-3	-3	82	-3	-29	-3.9	7	12	5
Cc1c(OC(C)C(=O)NCCN2CCOCC2)ccc2c3c(c(=O)oc12)CCC3 (configuration not stated)	4	-1	0	95	-3	3	0.2	5	-1	6
Cc1ccccc1NC(=S)N(CCN(C)C)C(C)c1cccnc1 (configuration not stated)	0	-7	2	93	-2	0	1.1	25	-4	0
O=C(/C=C/NCC(=O)c1ccccc1)c1ccc(Br)cc1	-1	6	-1	108	4	-8	-1.8	8	4	-3
O=C(CSc1nnnn1-c1cccc2ccccc12)NC(C(=O)O)(c1ccccc1)c1ccccc1	4	-9	1	97	3	27	-0.2	15	0	10
CN(CCc1ccccn1)S(=O)(=O)c1ccc(F)cc1	-2	-3	0	98	-3	5	-0.7	2	6	-4
Cc1ccc(NC(=O)Cn2nnc(C(=O)NCc3ccco3)c2N)c(C)c1	-8	-2	0	97	5	0	-2.0	10	0	5
O=C(NNC(=O)c1cccc(S(=O)(=O)N2CCN(c3ccccc3)CC2)c1)c1ccc(Cl)cc1	1	-14	-1	95	5	7	7.9	2	-13	-1
COc1cccc(C2CC(c3cccs3)=NN2C(=O)c2ccco2)c1O (configuration not stated)	-2	-1	0	98	-5	-3	0.0	4	5	0
COc1ccc(CN2CCc3ccccc3C2)c(OC)c1	-6	-1	0	105	4	14	-3.5	0	-6	-7
COc1ccc2nc(C)cc(N3CC(C)OC(C)C3)c2c1 (configuration not stated)	-1	5	2	98	-4	-4	-2.0	8	2	-4
COc1ccc([C@H]2[C@H](C(C)=O)N3N=Cc4ccccc4C3C23C(=O)OC(C)(C)OC3=O)cc1 (some centres not stated)	1	-4	1	110	3	-30	1.8	12	2	-7
O=C(c1cnn2ccccc12)N(Cc1ccco1)C1CCCC1	4	-2	-1	91	-2	0	-0.6	1	18	1
CC(c1ccc(O)cc1)(c1ccc(O)cc1)c1ccc(CCBr)cc1	4	5	2	116	6	-6	18*	4	0	10
COc1cccc(-c2noc(CCC(=O)NCCc3ccccc3)n2)c1	-2	5	2	98	-4	29	-0.9	20	-3	-1
O=C(NCCc1ccccc1)C1CCC(CNS(=O)(=O)c2ccc(F)cc2)CC1 (configuration not stated)	-1	-6	-1	96	1	-28	1.4	3	-5	-3
O=C(NC(C(=O)c1ccccc1)N1CCOCC1)c1cccs1 (configuration not stated)	6	-5	-2	96	7	-18	4.6	-8	9	-10
O=C(CN1CCc2ccccc2C1)Nc1ccc(Br)cc1	-5	5	0	97	-4	-9	1.6	7	-3	1

Later entries:
Structure	HTR2A ag	NOD2-RIPK2 inh	Glyco luc inh	ABCB6 inh 2	ABHD5 PLIN5 PPI	NCOA2 inhibitor	MC4R ag barr	MC4R antagonist	H9c2 protect	TLR9-MyD88 inh
O=C(O)C(S)C(S)C(=O)O (configuration not stated)	0	-9	-1	94	-17	x	0.7	-2	-1	3
COc1ccc(OC)c(C2=Nn3c(nnc3C3CCCCC3)SC2)c1	0	-4	-7	95	2	-4	-1.5	-2	7	-11
CCOC(=O)CSc1nc2cc(OCC)ccc2cc1C#N	1	-1	-1	93	7	-46	31*	-2	-7	13
Nc1nnc(CC(=O)N/N=C/c2ccc(-c3ccc(Cl)cc3Cl)o2)s1	-1	-14	-1	95	-3	-19	-0.1	-2	-4	5
CC(C)Cn1c2c(c(O)c(C(=O)Nc3nc4ccccc4s3)c1=O)CCCC2	-1	2	-5	98	-3	-52	-2.0	18	-8	-5
O=C(NC1CCC(CC2CCC(NC(=O)C(Cl)Cl)CC2)CC1)C(Cl)Cl (configuration not stated)	-3	-7	-1	101	-4	2	-0.2	-3	-4	-11

This is a subset. The share of hits here may be higher or lower than overall.
